POLB inh: qHTS Assay for Inhibitors of DNA Polymerase Beta; P06746; Pol beta primer extension/strand displacement, fluorescence kinetic; Potency, µM (series often up to 114 µM), for inactives: at the top dose activity change, negative = inhibition, actives largely listed as inhibitors; 340,000 compounds, 1.3% hits; also: % is scaled to controls: 0 for no effect and ±100 for the full control effect
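Reaction started by 50 nM substrate onto compound-treated Pol beta (10 nM, 15 min preincubation, room temperature); plates read at 0 min and 10 min. Normalized concentration-effect data fitted by four-parameter Hill equation.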
Pol kappa inh: qHTS for Inhibitors of Polymerase Kappa; DNA polymerase kappa (Homo sapiens), Q9UBT6; purified Pol kappa, fluorescent DNA synthesis assay, 10 min; Potency, µM (titrated, usually from 107 µM), for the others: top-dose activity, negative = inhibition, actives largely listed as inhibitors; 400,000 compounds, 0.53% hits; also: % is scaled to controls: 0 for no effect and ±100 for the full control effect
Target sequence (Q9UBT6 whole entry, looked up): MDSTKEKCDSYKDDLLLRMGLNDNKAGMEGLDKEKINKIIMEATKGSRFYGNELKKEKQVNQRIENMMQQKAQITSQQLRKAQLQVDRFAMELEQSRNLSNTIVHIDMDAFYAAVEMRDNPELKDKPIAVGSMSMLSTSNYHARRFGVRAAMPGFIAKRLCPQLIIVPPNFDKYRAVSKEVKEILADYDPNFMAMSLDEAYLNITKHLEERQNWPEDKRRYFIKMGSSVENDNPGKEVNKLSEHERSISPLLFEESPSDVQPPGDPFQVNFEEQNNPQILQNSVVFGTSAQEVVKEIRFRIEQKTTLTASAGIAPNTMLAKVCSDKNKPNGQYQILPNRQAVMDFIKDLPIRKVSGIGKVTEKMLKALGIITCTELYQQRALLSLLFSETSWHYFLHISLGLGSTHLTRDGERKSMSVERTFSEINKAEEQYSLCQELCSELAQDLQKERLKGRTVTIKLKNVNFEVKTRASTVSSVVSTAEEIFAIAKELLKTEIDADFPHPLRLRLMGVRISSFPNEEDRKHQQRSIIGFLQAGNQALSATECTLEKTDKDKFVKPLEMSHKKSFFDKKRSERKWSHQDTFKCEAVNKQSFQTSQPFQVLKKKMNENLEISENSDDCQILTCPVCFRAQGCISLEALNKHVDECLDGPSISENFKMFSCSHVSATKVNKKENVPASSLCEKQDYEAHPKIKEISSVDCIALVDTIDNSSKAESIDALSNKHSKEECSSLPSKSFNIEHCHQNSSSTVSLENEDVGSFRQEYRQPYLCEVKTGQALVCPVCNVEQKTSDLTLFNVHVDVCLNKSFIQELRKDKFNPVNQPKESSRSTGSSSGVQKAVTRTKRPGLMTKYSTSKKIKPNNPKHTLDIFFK
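Enzyme at 10 nM met test compounds for 15 min at room temperature. Substrate addition (50 nM final) began the reaction, which was monitored by fluorescence at 0 and 10 min.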
Pol iota inh: qHTS for Inhibitors of Polymerase Iota; Potency, µM (top dose mostly 115 µM), without a hit: at the top dose activity, negative = inhibition, usual class: inhibitors; 390,000 compounds, 1% hits; DNA polymerase iota (Homo sapiens), Q9UNA4; AID 588590, 2011; Pol iota fluorescent replication assay, 10 min
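Pol iota at 10 nM preincubated 15 min with compounds at room temperature; reaction started with fluorescent substrate, 50 nM final. Fluorescence read kinetically at 0 and 10 min; buffer-only wells as negative control.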
APEX1 inh: qHTS Assay for Inhibitors of the Human Apurinic/apyrimidinic Endonuclease 1 (APE1); recombinant APE1, TAMRA/BHQ-2 abasic DNA cleavage fluorescence; DNA repair nuclease/redox regulator APEX1 (Homo sapiens), P27695; 350,000 compounds, 0.35% hits; Potency, µM (series often up to 65.8 µM), inactives show at the highest dose activity change, negative = inhibition, usual class: inhibitors;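 also: plate controls were vehicle for no effect and reference inhibitor for full effect; nearly all actives have a fitted effect of over 55% in size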
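Measures dequenching upon AP-site incision of a 5'-TAMRA/3'-BHQ-2 THF-containing duplex, 50 nM; human APE1 0.75 nM after 15 min room-temperature exposure to compound; kinetic three-point read at one-minute spacing.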
G9a inh: qHTS Assay for Inhibitors of Histone Lysine Methyltransferase G9a. AID 504332, 2011. Potency, µM (titrated, usually from 102 µM), without a hit: at the highest dose activity, negative = inhibition, actives largely listed as inhibitors. Histone-lysine N-methyltransferase EHMT2 (Homo sapiens), Q96KQ7. G9a H3K9 monomethylation, AlphaScreen, 2 h. 350,000 compounds, 8.8% hits; also: % is scaled to controls: 0 for no effect and ±100 for the full control effect; nearly all actives have a fitted effect of over 75% in size
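G9a (20 nM) was preincubated 15 min with compound, then reacted 2 h at room temperature with 500 nM biotin-H3K9 peptide and 20 µM SAM. Monomethyl-H3K9 detected by AlphaScreen using anti-H3K9me1 antibody.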
POLH inh: qHTS for Inhibitors of Polymerase Eta. 390,000 compounds, 1.2% hits. DNA polymerase eta (Homo sapiens), Q9Y253. Potency, µM (doses to about 114 µM), without a hit: top-dose activity change, negative = inhibition, actives largely listed as inhibitors. recombinant Pol eta, fluorescent DNA replication assay. AID 588591, 2011; also: % is scaled to controls: 0 for no effect and ±100 for the full control effect
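Pol eta at 10 nM preincubated with compounds 15 min at room temperature; reaction started with fluorescent substrate (50 nM final) and read kinetically at 0 and 10 min.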
JMJD2A Tudor: qHTS Assay for Inhibitors of JMJD2A-Tudor Domain; Lysine-specific demethylase 4A (Homo sapiens), O75164; AlphaScreen JMJD2A-Tudor / H3K4me3 peptide binding; Potency, µM (top dose mostly 114 µM), without a hit: at the highest dose activity change, negative = inhibition, actives largely listed as inhibitors; 390,000 compounds, 4.4% hits; AID 504339, 2011; also: % is scaled to controls: 0 for no effect and ±100 for the full control effect; nearly all actives have a fitted effect of over 50% in size
BLM inh: qHTS Assay for Inhibitors of Bloom's syndrome helicase (BLM) | RecQ-like DNA helicase BLM (Homo sapiens), P54132 | recombinant BLM DNA unwinding, fluorescence dequenching | Potency, µM (titrated, usually from 56.1 µM), inactives show at the top dose activity change, negative = inhibition, usual class: inhibitors | 350,000 compounds, 0.2% hits;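 also: plate controls were vehicle for no effect and no enzyme for full effect; nearly all actives have a fitted effect of over 35% in size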
BAZ2B inh: qHTS Assay for Inhibitors of BAZ2B | Bromodomain adjacent to zinc finger domain protein 2B (Homo sapiens), Q9UIF8 | AlphaScreen BAZ2B-H3K14Ac peptide displacement | Potency, µM (top dose mostly 114 µM), without a hit: at the top dose activity change, negative = inhibition, most hits filed as inhibitors | 360,000 compounds, 4.4% hits; also: % is scaled to controls: 0 for no effect and ±100 for the full control effect; nearly all actives have a fitted effect of over 60% in size
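BAZ2B (50 nM) with biotin-H3(5-23)K14Ac peptide (50 nM) in PBS pH 7.4, 0.01% Tween-20, preformed 30 min, then compound 30 min at room temperature; top concentration 110uM. AlphaScreen streptavidin donor/nickel chelate acceptor beads (10 ug/mL final), 20 min dark, signal read.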
* hit, by the source's call; ? = inconclusive; / = no result given; & = joins results of further samples; [ ] = another dose, or the depositor's remark. Calls follow the shape of the dose curve; as a rule, active = well fitted curve in the direction sought with a large enough effect; inconclusive = small, poorly fitted or top-dose-only effect, or another doubt; inactive = no such curve, though single readings can be large; an effect the other way counts as inactive or inconclusive. Potency is read from the fitted curve at half-maximal effect.

Values in the order: BLM inh | JMJD2A Tudor | BAZ2B inh | POLB inh | POLH inh | Pol kappa inh | Pol iota inh | APEX1 inh | G9a inh
> CCOC(=O)C1CCN(C(=O)CSc2cc(=O)n(C)c3ccccc23)CC1
  3% | -14% | -6% | 24% | 7% | 1% | 2% | 8% | -37%
> CC1=C(C(=O)Nc2cccc(C(=O)NCc3ccccc3C)c2)SCCO1
  -2% | -35% | ? | 0% | -11% | 7% | 11% | 67%[activator] | 10%
> CCN(CC)S(=O)(=O)c1cc(C(=O)Nc2cc(S(=O)(=O)N3CCOCC3)ccc2N2CCCC2)ccc1F
  / | -14% | 3% | / | -22% | -18% | -3% | 6% | ?
> CCOC(=O)N1CCN(S(=O)(=O)c2ccc(Br)s2)CC1
  -1% | 6% | 3% | ? | -9% | -12% | -6% | 1% | 16%[12.7 µM]
> O=C(CCl)Nc1cc(-c2ccccc2)nn1-c1ccccc1
  -5% | -26% | 7% | 12% | -14% | -7% | ? | 10% | ?
> O=C(COC(=O)CCCN1C(=O)c2cccc3cccc(c23)C1=O)NC1CCS(=O)(=O)C1 (stereo not given)
  / | -14% | 11% | / | -12% | -17% | 32%[activator] | 0% | 3%
> COCCN(C(=O)COC(=O)Cc1cccc2ccccc12)c1c(N)n(Cc2ccccc2)c(=O)[nH]c1=O
  -3% | -20% | -5% | 36% | -21% | -10% | 24% | 9% | /
> Cc1cc2oc(=O)cc(-c3ccccc3)c2c(C)c1-c1ccc(C#N)cc1
  -8%[75.6 µM] | -24% | / | / | 0% | -6%&-7% | -16% | -2%&-3% | 27%
> COC(=O)NNC(=O)c1ccc(C)c(Br)c1
  0% | 8%[57.1 µM] | 3% | 0% | -8% | -12% | 0% | 8% | 27%[59 µM]
> Cn1c(N)c(C(C[N+](=O)[O-])c2ccccc2Cl)c(=O)n(C)c1=O (stereo not given)
  / | -1% | / | / | -18% | -8% | 222%[activator] | / | /
> COc1ccc(C(c2nnnn2C2CCCC2)N2CCN(c3ccccc3)CC2)cc1 (stereo not given)
  -7% | -20% | -9% | 1% | -12% | -4% | -14% | 25% | ?
> O=C(NCCNc1cc(Cl)ccc1[N+](=O)[O-])c1ccco1
  5% | -27% | -35% | -11% | -14% | -4% | 144%[activator] | -4% | 7%[59 µM]
> CCOC(=O)/C(C#N)=C/c1cc(C)n(-c2ccc(C)cc2)c1C
  -7% | -8% | -1% | 3% | -15% | -10% | 1% | ? | 20%
> O=C(OCCN1C(=O)c2ccccc2C1=O)c1cc(S(=O)(=O)N2CCOCC2)ccc1Cl
  0% | -13% | 7% | 3% | -15% | -19% | 3% | -5% | -16%[12.7 µM]
> Cn1c(SCc2ccccc2C#N)nnc1-c1ccncc1
  6% | -5% | 11% | 47% | -13% | 6% | 38%[activator] | 2% | /
> CC(=O)N1CCOc2ccc(S(=O)(=O)Nc3ncccc3C)cc21
  1% | -7% | 0% | 0% | -11% | 8% | 34%[activator] | -6% | -12%
> C/C(=N\NC(=O)c1ccc([N+](=O)[O-])cc1)c1cc2ccccc2oc1=O
  1% | -35% | 1% | -1% | 3% | -2% | 14% | -1% | 23%[59 µM]
> COC(=O)c1ccccc1NC(=O)Cn1c(=O)n(Cc2ccc(C(=O)NCc3ccc4c(c3)OCO4)cc2)c(=O)c2ccccc21
  -5% | -11% | 4% | 4% | -10% | 11% | 20% | / | 0%[59 µM]
> COc1ccc2c(c1)CCc1c(C(=O)N3CC4(C)CC3CC(C)(C)C4)noc1-2 (stereo not given)
  -9% | -6% | 12% | -10% | -12% | -1% | 8% | -1% | 0%[12.7 µM]
> CC1CCCCC1NC(=O)CCS(=O)(=O)c1ccc(Cl)cc1 (stereo not given)
  / | 7% | / | / | -6% | -8% | -18% | -3% | /
> C=CCn1c2ccccc2c(=O)c2cc(C#CC[C@@H](C)O)ccc21
  / | 38%[activator] | 57%[activator] | / | -1% | -8% | ? | -16% | 1%[0.501 µM]
> COc1ccc(C(CNS(=O)(=O)c2ccc(NC(C)=O)c(OC)c2)N2CCCCC2)cc1 (stereo not given)
  / | -9% | / | / | -11% | 1% | 103%[activator] | 4% | /
> Cc1ccc(NC(=O)CSc2nc(=O)n(CCCN(C)C)c3c2CCC3)c(C)c1
  / | -8% | -8% | / | -17% | -8% | 8% | -5% | -27%
> COc1ccc(OC)c(NC(=O)CN(C)CCOc2ccc(Br)cc2)c1
  -10% | -22% | -1% | 0% | -5% | -14% | 18% | 1% | ?
> Cc1cc(C)c(NC(=O)CSc2nc3nccnc3c(=O)n2CCc2c[nH]c3ccccc23)c(C)c1
  4% | -1% | -2% | 2% | 9% | 1% | 11% | / | 5%[59 µM]
> Cc1cc(C)n(-c2nc(SCCN(C)C)c3c4c(sc3n2)CCCC4)n1
  55%[activator] | 56µM* | ? | ? | -25% | 0% | 7% | 2% | /
> CC(C)n1cnc2c(NCc3ccccc3)nc(NCCO)nc21
  0% | / | / | / | / | 15%[60.1 µM] | / | -5%&-2% | 13%[59 µM]
> COC(=O)c1ccc(N2CCN(S(=O)(=O)c3ccccc3)CC2)c([N+](=O)[O-])c1
  -11% | ? | -32% | 6% | -2% | 0% | 4% | -6% | ?
> O=C(Nc1ccc(Br)c2cccnc12)c1cccc2ccccc12
  -4% | -4% | 4%[57.1 µM] | 18% | 1% | -4% | 20% | / | -1%[59 µM]
> Cc1nnc(NC(=O)c2ccc(-c3ccc(Cl)cc3)o2)s1
  / | -19% | 1% | / | -7% | -3% | 56%[activator] | 3% | -29%
> Cc1cccc(NC(=O)N2CCC3(CC2)Oc2ccccc2C(=O)N3Cc2ccccc2F)c1C
  -3% | -13% | -14% | 29% | -17% | 5% | 14% | / | 12%[59 µM]
> O=C(NCc1ccc2c(c1)CCN2C(=O)c1ccncc1)c1ccccc1F
  0% | -10% | -13% | 7% | -8% | -7%[60.1 µM] | 1% | / | 3%[59 µM]
> COc1ccc(C(O)(CCN2CCCCC2)C2CCCCC2)cc1 (stereo not given)
  -2% | -13% | -1% | 19% | 0% | 0% | 32%[activator] | 6% | 50µM*
> CC1(C(=O)Nc2c(F)c(F)c(F)c(F)c2F)CC1(Br)Br (stereo not given)
  -3% | 10% | 3% | 15% | -12% | -6% | 31%[activator] | -3% | -2%
> Cc1c(C(=O)c2cccc([N+](=O)[O-])c2)c2ccccn2c1CCC#N
  -2% | ? | 50µM* | 4% | -14% | -10% | 176%[activator] | -2% | -5%[59 µM]
> O=C(CCCNC(=O)c1ccc(Cl)cc1)Nc1ccccc1F
  0% | 2% | -13% | 13% | -15% | 6% | 6% | 6% | -6%
> Cc1n[nH]c(=O)c2c(NC(=O)COC(=O)c3cccc(OC(F)F)c3)oc(C)c12
  / | -10% | 15% | / | -1% | -11% | 17% | -9% | 10µM*
> COc1cc(OC)c(NC(=O)CCc2nc(C3=CCN(Cc4cccc(Cl)c4)CC3)no2)cc1Cl
  -10% | ? | -28% | 3% | -3% | -14%[60.1 µM] | -11% | / | ?
> O=C(NCc1ccncc1)c1cccc(S(=O)(=O)Nc2ccc(F)cc2)c1
  / | -12% | 3% | / | 3% | -6% | 65%[activator] | -8% | ?
> CCc1cc2c(=O)c(-c3ccc4c(c3)OCCO4)coc2c(CN2CCCCC2C)c1O (stereo not given)
  -3% | -24% | ? | ? | -1% | -21% | -8% | -6% | -10%[59 µM]
> Cn1c2ccc(F)cc2c2ncn(Cc3ccccn3)c(=O)c21
  -2% | 0% | -28% | 7% | -19% | 0% | 152%[activator] | 3% | ?
> O=C(CSc1nnc(-c2cccs2)o1)Oc1ccccc1Cl
  0% | -5% | 1% | -11% | -7% | 5% | 33%[activator] | / | -32%[59 µM]
> O=C(NNC(=O)c1cccc(-n2cccc2)c1)c1ccc(F)cc1
  / | ? | 40µM* | / | 14µM* | ? | 50µM* | -13% | 1%[12.7 µM]

Rewritten as a markdown table: entries from further up.
| canonical_smiles | BLM inh | JMJD2A Tudor | BAZ2B inh | POLB inh | POLH inh | Pol kappa inh | Pol iota inh | APEX1 inh | G9a inh |
| --- | --- | --- | --- | --- | --- | --- | --- | --- | --- |
| Cc1c(C(=O)c2cccc([N+](=O)[O-])c2)c2ccccn2c1CCC#N | -2% | ? | 50µM* | 4% | -14% | -10% | 176%[activator] | -2% | -5%[59 µM] |
| O=C(CCCNC(=O)c1ccc(Cl)cc1)Nc1ccccc1F | 0% | 2% | -13% | 13% | -15% | 6% | 6% | 6% | -6% |
| Cc1n[nH]c(=O)c2c(NC(=O)COC(=O)c3cccc(OC(F)F)c3)oc(C)c12 | / | -10% | 15% | / | -1% | -11% | 17% | -9% | 10µM* |
| COc1cc(OC)c(NC(=O)CCc2nc(C3=CCN(Cc4cccc(Cl)c4)CC3)no2)cc1Cl | -10% | ? | -28% | 3% | -3% | -14%[60.1 µM] | -11% | / | ? |
| O=C(NCc1ccncc1)c1cccc(S(=O)(=O)Nc2ccc(F)cc2)c1 | / | -12% | 3% | / | 3% | -6% | 65%[activator] | -8% | ? |
| CCc1cc2c(=O)c(-c3ccc4c(c3)OCCO4)coc2c(CN2CCCCC2C)c1O (stereo not given) | -3% | -24% | ? | ? | -1% | -21% | -8% | -6% | -10%[59 µM] |
| Cn1c2ccc(F)cc2c2ncn(Cc3ccccn3)c(=O)c21 | -2% | 0% | -28% | 7% | -19% | 0% | 152%[activator] | 3% | ? |
| O=C(CSc1nnc(-c2cccs2)o1)Oc1ccccc1Cl | 0% | -5% | 1% | -11% | -7% | 5% | 33%[activator] | / | -32%[59 µM] |
| O=C(NNC(=O)c1cccc(-n2cccc2)c1)c1ccc(F)cc1 | / | ? | 40µM* | / | 14µM* | ? | 50µM* | -13% | 1%[12.7 µM] |

From PubChem BioAssay

These rows are one share of the data (hit frequency here may not be typical).
